# CCHF vOTU inh: blocks the CCHF virus ovarian tumor domain protease; inhibition, % at 11.5 µM; 370,000 compounds, 0.55% hits; AID 651958; CCHFV vOTU protease, Pep-AMC fluorescence; in the data active means inhibition above about 30%; further: 0% = vehicle wells with enzyme and 100% = no enzyme wells
# FadD28 binding: blocks FadD28 binding to the bisubstrate probe | fluorescence polarization | inhibition, % at 12.5 µM | 360,000 compounds, 0.22% hits | AID 588549; in the data active means inhibition above about 8.5%, passing the limit was not always enough; inconclusive means no clear call, values can overlap the other calls
# TcdB inh: inhibitors of Clostridioides difficile toxin B glycohydrolase | P18177 | TcdB glycohydrolase enzymatic assay, plate reader | inhibition, % at 9.99 µM | 350,000 compounds, 0.24% hits; in the data active means inhibition above about 10%
# Target sequence (P18177 whole entry, looked up): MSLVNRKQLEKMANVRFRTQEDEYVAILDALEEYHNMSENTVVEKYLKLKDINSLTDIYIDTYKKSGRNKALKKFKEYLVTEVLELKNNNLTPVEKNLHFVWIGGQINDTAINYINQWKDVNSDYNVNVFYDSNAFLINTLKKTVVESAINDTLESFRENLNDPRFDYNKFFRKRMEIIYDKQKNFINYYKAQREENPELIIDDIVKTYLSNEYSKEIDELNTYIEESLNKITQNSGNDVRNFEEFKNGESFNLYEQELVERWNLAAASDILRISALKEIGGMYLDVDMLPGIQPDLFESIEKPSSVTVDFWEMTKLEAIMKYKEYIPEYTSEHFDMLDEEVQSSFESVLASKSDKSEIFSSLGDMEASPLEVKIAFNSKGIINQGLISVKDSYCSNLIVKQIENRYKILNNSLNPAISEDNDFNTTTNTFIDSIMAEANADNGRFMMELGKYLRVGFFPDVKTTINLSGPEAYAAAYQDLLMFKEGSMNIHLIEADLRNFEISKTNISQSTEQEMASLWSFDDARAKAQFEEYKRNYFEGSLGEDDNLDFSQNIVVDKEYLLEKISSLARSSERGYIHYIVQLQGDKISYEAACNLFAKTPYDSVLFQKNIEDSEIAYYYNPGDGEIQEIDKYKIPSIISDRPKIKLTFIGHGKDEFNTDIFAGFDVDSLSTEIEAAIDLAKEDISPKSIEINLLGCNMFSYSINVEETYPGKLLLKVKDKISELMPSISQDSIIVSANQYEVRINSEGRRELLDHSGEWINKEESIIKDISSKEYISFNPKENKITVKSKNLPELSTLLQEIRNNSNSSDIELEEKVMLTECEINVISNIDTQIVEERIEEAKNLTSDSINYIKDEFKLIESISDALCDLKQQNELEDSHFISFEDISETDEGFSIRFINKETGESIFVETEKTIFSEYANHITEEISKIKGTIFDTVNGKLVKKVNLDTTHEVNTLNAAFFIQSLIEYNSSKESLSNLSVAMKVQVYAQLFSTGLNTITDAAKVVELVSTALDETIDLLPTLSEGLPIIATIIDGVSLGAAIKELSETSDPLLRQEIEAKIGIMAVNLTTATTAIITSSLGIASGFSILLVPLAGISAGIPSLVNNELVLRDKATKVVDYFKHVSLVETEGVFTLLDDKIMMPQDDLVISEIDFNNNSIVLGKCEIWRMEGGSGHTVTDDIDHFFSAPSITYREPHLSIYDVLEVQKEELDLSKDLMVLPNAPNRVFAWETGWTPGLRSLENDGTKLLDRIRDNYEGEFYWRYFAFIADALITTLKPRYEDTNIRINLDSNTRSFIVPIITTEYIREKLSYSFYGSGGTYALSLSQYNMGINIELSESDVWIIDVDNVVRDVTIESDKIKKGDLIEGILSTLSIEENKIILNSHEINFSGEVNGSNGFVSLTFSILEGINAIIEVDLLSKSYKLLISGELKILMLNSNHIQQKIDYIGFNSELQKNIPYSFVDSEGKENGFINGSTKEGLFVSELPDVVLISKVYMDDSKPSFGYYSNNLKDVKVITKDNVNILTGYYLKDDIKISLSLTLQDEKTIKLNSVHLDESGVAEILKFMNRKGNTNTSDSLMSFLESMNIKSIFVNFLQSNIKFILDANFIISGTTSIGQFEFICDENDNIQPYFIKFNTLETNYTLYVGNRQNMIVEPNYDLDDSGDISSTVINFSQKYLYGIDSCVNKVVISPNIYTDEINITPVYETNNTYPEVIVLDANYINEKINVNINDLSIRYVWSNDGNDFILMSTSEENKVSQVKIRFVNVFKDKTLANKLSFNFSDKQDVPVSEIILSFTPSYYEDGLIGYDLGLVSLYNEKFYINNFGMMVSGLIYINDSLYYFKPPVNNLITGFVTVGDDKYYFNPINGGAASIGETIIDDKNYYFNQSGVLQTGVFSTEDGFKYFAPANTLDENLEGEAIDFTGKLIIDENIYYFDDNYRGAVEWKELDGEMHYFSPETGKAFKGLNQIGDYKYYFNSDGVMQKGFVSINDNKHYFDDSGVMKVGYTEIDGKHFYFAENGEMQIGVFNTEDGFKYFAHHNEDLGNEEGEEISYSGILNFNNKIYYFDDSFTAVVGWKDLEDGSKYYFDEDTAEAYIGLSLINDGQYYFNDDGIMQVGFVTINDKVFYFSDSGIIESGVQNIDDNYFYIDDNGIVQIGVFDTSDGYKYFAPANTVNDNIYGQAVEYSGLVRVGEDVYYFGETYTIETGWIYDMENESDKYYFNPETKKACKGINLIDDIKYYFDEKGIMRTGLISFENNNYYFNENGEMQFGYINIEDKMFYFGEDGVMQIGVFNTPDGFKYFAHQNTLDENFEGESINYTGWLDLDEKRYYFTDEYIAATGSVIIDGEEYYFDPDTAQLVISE
# Yp Topo-I inh: inhibitors of Yersinia pestis topoisomerase I | activity, % at 10 µM | 360,000 compounds, 0.064% hits | Y. pestis Topo-I cleavage product accumulation, plate reader | AID 504884; in the data active means activity above about 50%, passing the limit was not always enough; inconclusive means no clear call, values can overlap the other calls; further: inactives centre near 2
# PrPC surface inh: cell surface PrPC inhibition, primary TR-FRET screen. P04156. inhibition, % at 13.8 µM. 370,000 compounds, 0.43% hits. TR-FRET read-out; in the data active means inhibition above about 24%; further: 0% = median of the test wells and 100% = reference compound wells
# Anthrax LF prot: anthrax lethal factor protease inhibition; P15917; multiplex microsphere protease cleavage assay, LF; inhibition, % at 10 µM; 360,000 compounds, 0.12% hits; AID 588501; further: plate controls were buffer without enzyme for full effect and enzyme alone for no effect
# PfHsp40 yeast: rescue of PfHsp40-mediated yeast toxicity; S. cerevisiae expressing PfHsp40, growth rescue, ATP luminescence; growth rescue, % at 12.5 µM; 340,000 compounds, 0.68% hits; in the data active means growth rescue above about 28%, passing the limit was not always enough; inconclusive means no clear call, values can overlap the other calls;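 further: yeast W303a lacking pdr1 and pdr3 grown in galactose medium; growth measured after three days at 30 °C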
# BoNT A protease: BoNT A light chain protease inhibition; inhibition, % at 10 µM; 360,000 compounds, 0.17% hits; multiplex microsphere protease substrate cleavage, flow cytometry; further: plate controls were buffer without enzyme for full effect and enzyme alone for no effect
# BoNT-F LC inh: inhibitors of Botulinum neurotoxin F light chain protease; Multiplex microsphere protease cleavage assay, flow cytometry; inhibition, % at 10 µM; 360,000 compounds, 0.22% hits; in the data active means inhibition above about 35%, passing the limit was not always enough; inconclusive means no clear call, values can overlap the other calls; further: plate controls were buffer without enzyme for full effect and enzyme alone for no effect
# * hit, by the source's call; ? = inconclusive; . = not tested or not shown. Unless noted, no stated cut-off is given here; in the data, active means inhibition above about 30%; inconclusive means no clear call, values can overlap the other calls; inactive means below that.
SMILES,CCHF vOTU inh,FadD28 binding,TcdB inh,Yp Topo-I inh,PrPC surface inh,Anthrax LF prot,PfHsp40 yeast,BoNT A protease,BoNT-F LC inh
Cc1cccc(NC(=O)c2ccc3c(=O)n4c(nc3c2)CCCCC4)n1,-7,-1.2,2.0,10,0,-1,0.5,-1.9,-11
CC#CC(=O)N1CCC(n2nccc2NC(=O)CCc2ccccc2)CC1,2,-0.7,0.1,-3,4,0,.,0.1,-3
CCN(CC)S(=O)(=O)c1ccc2c(c1)oc(=O)n2CC(=O)N(C)C1CCCCC1,-1,-2.4,0.7,4,-4,1,0.2,1.2,-1
Cc1cc2cc(CNC(=O)CCC(=O)O)ccc2[nH]1,-7,-3.2,.,-6,-10,-10,-0.1,-0.3,-5
CCOC(=O)CNC(=O)Cn1cnc2ccc(S(=O)(=O)N3CCC(C)CC3)cc2c1=O,4,-3.1,.,-9,-1,-1,-0.5,0.2,6
Cc1oc(-c2cccs2)nc1CS(=O)CC(=O)NCCCN1CC(C)CC(C)C1 (stereo not given),-5,-2.3,1.6,5,5,-3,1.0,-2.0,-27
COc1cccc(-n2c(C)n[nH]c2=O)c1,-13,-0.7,.,-2,0,0,-2.1,0.6,1
C/C=C/C(=O)OCC(=O)Nc1ccc(F)cc1Cl,9,0.0,.,9,10,-2,0.2,-0.1,13
CC(=O)NC1CC2CCCC(C1)N2C(=O)Nc1ccccc1C (stereo not given),-9,-1.9,-0.2,2,8,11,-1.2,-1.5,?
CC(C)(C)S(=O)N1Cc2cc(C(=O)N3CCOCC3)nc(-c3cccc(Br)c3)c2[C@@H]1CCO (stereo not given in full),14,0.0,-1.2,.,8,4,.,0.7,-16
Cc1cc(C(=O)OCC(=O)N2CC(C)OC(C)C2)c2ccccc2n1 (stereo not given),-9,0.3,1.8,-5,-1,2,-1.4,2.3,2
CC(C)(C)c1cc(NC(=O)C2(C)CCN2C(=O)c2ccccc2CCc2ccccc2)no1 (stereo not given),-1,-3.5,-0.8,32,6,-8,.,0.1,0
COC(=O)c1nnn(-c2ccccc2)c1N,-7,1.7,.,-6,-5,-12,-1.1,0.9,-4
O=C(NCc1ccco1)c1ccccc1-c1ccc(C(F)(F)F)cc1,15,-4.7,.,-2,-3,0,0.1,-0.1,6
COCCn1c(=S)[nH]c2cc(C(=O)NC(C)C)ccc2c1=O,-8,-4.0,.,-3,-6,-25,0.3,-0.1,-9

# The last 2 records of the part before open the next one:
SMILES,CCHF vOTU inh,FadD28 binding,TcdB inh,Yp Topo-I inh,PrPC surface inh,Anthrax LF prot,PfHsp40 yeast,BoNT A protease,BoNT-F LC inh
O=C(NCc1ccco1)c1ccccc1-c1ccc(C(F)(F)F)cc1,15,-4.7,.,-2,-3,0,0.1,-0.1,6
COCCn1c(=S)[nH]c2cc(C(=O)NC(C)C)ccc2c1=O,-8,-4.0,.,-3,-6,-25,0.3,-0.1,-9
CCCCNC(=O)CNC(=S)N(Cc1ccccc1)Cc1cccs1,19,-3.7,0.3,7,2,0,-0.1,-0.2,-7
C/C=C/c1ccc(OCC(=O)Nc2ccc(OC)c(OC)c2)c(OC)c1,-8,0.2,-0.2,-1,13,-4,-0.4,-1.5,-1
COc1cccc2c3cccc(OC)c3c3[nH]cnc3c12,10,-3.1,3.4,-17,0,-8,-1.7,-1.0,-17
CC(=O)Nc1ccc(-c2csc(NC(=O)C3=COCCO3)n2)cc1,0,-3.6,-1.2,-4,1,.,-0.1,.,.
COC(=O)Cc1c(C)nc2nc(NCc3ccccc3OC)[nH]n2c1=O,12,0.4,.,-3,5,0,-1.5,0.4,-5
CCC(=O)Nc1nc(=S)ss1,1,-1.4,.,3,-6,-2,-0.6,0.0,11
CCN(CC)c1ccc2nc3ccc(N)cc3[n+](-c3ccccc3)c2c1,15,48*,4.6,534*,-51,1,-0.1,34*,-40
CCc1nc2ccccc2c(C(=O)NCc2ccc(OC)cc2)c1C,11,-2.8,0.7,-7,7,-3,-0.5,-0.6,-9
CC(=O)Nc1cccc(-c2cc(NC(C)=O)c3ncc(-c4ccccc4)n3c2)c1,-5,-7.0,-5.4,27,1,-10,.,-0.3,-4
CCCSC1=C(C#N)C(c2cccs2)CC(=O)N1 (stereo not given),-8,-2.3,1.6,-1,4,-2,0.8,-0.7,-2
O=C(NC(=S)Nc1ccc(Cl)cn1)c1cccs1,-1,-1.7,.,-1,-3,-5,0.8,-0.9,-2
N#Cc1nc(N2CCOCC2)nc(N2CCOCC2)n1,3,-3.4,.,6,0,-1,1.1,-0.2,-6
CCOC(=O)CNC(=O)C12CC3CC(C1)CC(c1ccc(C)cc1)(C3)C2,10,-3.9,0.5,30,1,-2,3.3,0.0,0
COc1cc(/C=N/Nc2nn3cnnc3c3ccccc23)ccc1O,-4,0.6,.,0,-2,-3,-0.3,?,-3
CN(C)CCCNc1nc2sc3c(c2c(=O)n1CCc1ccccc1)CCCCC3,-10,-2.7,2.7,-29,-1,-8,-1.3,-1.2,-11
O=C(CCC(=O)OCc1ccc([N+](=O)[O-])cc1Cl)Nc1ccccc1,-12,0.6,0.8,-1,-12,0,0.4,0.9,7
CCOC(=O)CC(NC(=O)Cn1nnc(-c2ccccc2F)n1)c1ccc(OC)cc1 (stereo not given),-17,-1.2,0.1,-4,-11,2,-1.9,0.3,-6
Cc1nn(Cc2ccccc2)c(C)c1C(=O)OCC(=O)Nc1cccc(S(N)(=O)=O)c1,-7,-2.7,3.7,16,9,-5,0.0,0.1,-5
Nc1c(N(CCO)C(=O)/C=C/c2ccco2)c(=O)[nH]c(=O)n1Cc1ccccc1,-14,-4.1,-1.2,0,-4,5,0.2,-0.7,5
Cc1cc(NC(=O)c2cccc(S(=O)(=O)N3CCC(C)CC3)c2)no1,-6,-3.6,-0.1,1,5,2,19,-1.0,4
O=c1cc(CN(Cc2ccccc2)Cc2ccccc2)c2ccccc2o1,3,-1.4,1.5,.,2,-6,.,-0.8,-15
CC(=O)N1CCN(C(=O)c2ccc(S(=O)(=O)Nc3ccccc3Cl)cc2)CC1,6,-0.1,0.2,3,-3,-6,-0.2,0.6,-3
O=C(CSc1nnc(C2CC2)n1-c1ccccc1)Nc1ccc(N2CCOCC2)cc1,-12,-0.6,.,5,7,-2,-1.5,?,-12
O=C1C2CCCN2C(=O)N1CCCN1CCN(c2cccc(Cl)c2)CC1 (stereo not given),7,-2.0,0.6,0,-9,-1,2.2,0.4,-5
O=C(Oc1ccc(C(=S)N2CCOCC2)cc1)c1ccccc1[N+](=O)[O-],-11,-3.0,1.0,-1,2,-6,-0.8,0.2,-35
CC1(C)CC(NS(=O)(=O)OCC(Cl)(Cl)Cl)c2cc(C#N)ccc2O1 (stereo not given),4,-1.6,1.2,6,-2,-4,14,0.1,2
COCC(=O)N/N=C/c1c(C)[nH]n(-c2ccccc2)c1=O,15,0.5,-10,3,9,-3,-1.9,-1.5,-2
CC1CN=C2C(C(=O)Nc3ccccc3)=C(O)CC(c3ccccc3)N21 (stereo not given),-10,-4.5,.,7,2,-5,1.2,-0.8,-16
COC(=O)c1ccc(NC(=O)C2CC(=O)OC2c2ccccc2)cc1 (stereo not given),-2,-3.8,-1.1,-3,5,-9,-0.3,-0.7,?
CC1CCCCC12NC(=O)N(CC(=O)N1CCN(S(=O)(=O)c3cccs3)CC1)C2=O (stereo not given),18,-4.3,1.1,1,-12,-2,-0.3,-1.8,-4

# Part of the list above, showing only FadD28 binding, BoNT-F LC inh and CCHF vOTU inh.
SMILES | FadD28 binding | BoNT-F LC inh | CCHF vOTU inh
CC(=O)N1CCN(C(=O)c2ccc(S(=O)(=O)Nc3ccccc3Cl)cc2)CC1 | -0.1 | -3 | 6
O=C(CSc1nnc(C2CC2)n1-c1ccccc1)Nc1ccc(N2CCOCC2)cc1 | -0.6 | -12 | -12
O=C1C2CCCN2C(=O)N1CCCN1CCN(c2cccc(Cl)c2)CC1 (stereo not given) | -2.0 | -5 | 7
O=C(Oc1ccc(C(=S)N2CCOCC2)cc1)c1ccccc1[N+](=O)[O-] | -3.0 | -35 | -11
CC1(C)CC(NS(=O)(=O)OCC(Cl)(Cl)Cl)c2cc(C#N)ccc2O1 (stereo not given) | -1.6 | 2 | 4
COCC(=O)N/N=C/c1c(C)[nH]n(-c2ccccc2)c1=O | 0.5 | -2 | 15
CC1CN=C2C(C(=O)Nc3ccccc3)=C(O)CC(c3ccccc3)N21 (stereo not given) | -4.5 | -16 | -10

# (cont.)
SMILES,CCHF vOTU inh,FadD28 binding,TcdB inh,Yp Topo-I inh,PrPC surface inh,Anthrax LF prot,PfHsp40 yeast,BoNT A protease,BoNT-F LC inh
O=C(O)CCc1ccc(-c2cccs2)n1-c1ccc(C(=O)O)cc1,11,0.1,-13,-9,4,-7,0.3,0.8,-6
CCCCSc1n[nH]c(N)n1,3,-2.1,0.3,-5,-5,-1,-1.0,0.2,-7
CC(C)(OC(=O)c1ccc(C(F)(F)F)cc1)c1cc2ccccc2c(=O)o1,6,-5.5,-0.4,16,6,-3,0.3,-0.1,-2
C(=C\c1ccccc1)/CNn1cnnc1,-4,-4.1,1.2,2,10,-2,-1.0,-1.1,-7
O=C(CSC1=NCCS1)NCc1ccco1,4,-2.9,.,3,1,-2,0.7,-0.4,-8
O=C(NCCCn1ccnc1)c1cc2ccccc2oc1=O,7,-1.6,.,-1,-6,0,1.1,-3.1,-15
Cc1ccc(C(=O)CSc2nc(C)cc(=O)[nH]2)cc1,7,0.3,.,-4,3,-8,0.3,-2.4,-31
CCn1cc(/C=N\NC(=O)Cc2ccc(Cl)cc2)cn1,-3,-2.1,.,16,-5,0,-1.2,-0.3,-2
NC(=O)c1cc(C(=O)c2ccccc2Cl)c[nH]1,3,0.1,-3.5,9,6,2,-0.2,1.0,9
O=C(O)C1CSC2c3ccccc3C(=O)N12 (stereo not given),9,-3.3,1.3,3,-3,2,0.4,1.4,6
Cc1ccc(S(=O)(=O)NCc2nc3ccccc3[nH]2)cc1,-3,-0.4,2.4,3,3,-8,1.5,-0.9,-6
CSc1ncccc1C(=O)OCc1ccccc1Cl,12,0.0,0.5,36,6,-8,3.7,-0.2,3
Cc1sc2c(c1C)C(=O)/C(=C\Nc1ccccn1)S(=O)(=O)N2C,13,-1.0,1.0,6,-10,5,-0.3,-3.0,-23
O=C(CN(c1ccccc1Cl)S(=O)(=O)c1ccccc1)N/N=C/c1ccccc1C(=O)O,7,-2.7,0.6,6,0,-2,16,-0.5,4
CC(C)CNS(=O)(=O)c1ccc(CCC(=O)O)cc1,2,1.5,.,10,-1,-2,0.6,-0.6,-13
CC(C)=CCC/C(C)=C/C(N)=O,-9,-4.5,0.3,7,-1,-10,0.9,3.2,?
Cc1nc(SCC(=O)N2CCC(Cc3ccccc3)CC2)[nH]c(=O)c1C,-5,-4.8,-0.1,12,5,-1,0.0,2.3,8
O=C(CCSCc1ccccc1F)NCc1ccc(F)cc1,4,-2.2,-0.5,7,5,-9,0.2,1.3,12
CC(C)c1ccc(NC(=O)C2C3C=CC(CC3)C2C(=O)O)cc1 (stereo not given),-6,-2.4,-1.2,-2,4,10,-0.9,0.6,?
CC1(C(=O)Nc2ccc(S(=O)(=O)Nc3ncccn3)cc2)CCCC1,-9,-0.8,1.3,5,10,-4,0.6,-0.5,0
Cc1ccc2oc(=O)c3cnn(CC(=O)NCCCOC(C)C)c3c2c1,5,1.5,-0.4,-5,-5,-2,-1.0,-0.7,-6
O=C(C(Cc1ccccc1)n1cccc1)N1CCN(c2cccc(Cl)c2)CC1 (stereo not given),0,-5.7,0.5,34,10,-1,0.6,-0.9,-2
O=C(NCCCCCCNC(=O)C1CCCC1)C1CCCC1,13,-1.1,.,3,1,-3,0.2,?,0
O=c1c2ccccc2nc2n1CCC2O (stereo not given),14,-0.7,-1.7,4,1,-4,0.0,0.1,-5
Cc1occc1-c1nnc(SCc2nnc(-c3ccc(Cl)cc3)o2)n1C,8,-0.3,-0.4,6,0,-1,2.8,0.2,-9
CCOc1ccc2nc(NC(=O)C3CCCN(S(=O)(=O)c4cccc5nonc45)C3)sc2c1 (stereo not given),-14,1.4,.,-3,2,-8,0.9,-1.3,-22
Nc1sc(-c2ccccc2)n[n+]1Cc1cccc2cccnc12,5,-8.8,0.5,2,-3,-2,-1.5,-1.0,-11
COc1ccc(CN2C(=O)C(Cc3ccccc3)Nc3ncnc(N4CCCCC4)c32)cc1 (stereo not given),.,-0.5,.,-8,.,0,-1.3,-0.2,-4

# No enrichment for hits; 2.3% or so of the library scored in one or more.
